Screens as filed in PubChem.
SMN2 splice up = qHTS Assay for Enhancers of SMN2 Splice Variant Expression. HEK293 SMN2-luciferase splicing reporter, luminescence, 30-36 h. Potency, µM (doses to about 46.1 µM), for inactives: top-dose activity change, positive = activation, most hits filed as activators. AID 1458, 2008. 2.8% of 210,000 active; also: % of control where 0% means no effect; nearly all actives have a fitted effect of over 55% in size
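HEK293 cells carry an SMN2 […]–luciferase reporter in which exon 7 inclusion puts luciferase in frame. Cells were plated 10-12 h before compound addition, then incubated 30-36 h at 37C. ONE-Glo luminescence was read; sodium butyrate at 4.5 mM final served as control.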
GAA inhib = qHTS Assay for Inhibitors of Human alpha-Glucosidase as a Potential Chaperone Treatment of Pompe Disease; purified human GAA, 4-MU-alpha-glucoside fluorescence; 0.005% of 200,000 active; Potency, µM (titrated, usually from 76.9 µM), without a hit: at the top dose activity change, negative = inhibition, usual class: inhibitors; AID 1466, 2008; Lysosomal alpha-glucosidase (Homo sapiens), P10253;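 also: plate controls were uninhibited enzyme wells for no effect and no-enzyme background for full effect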
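Enzyme (4 nM final) mixed with compound (up to 77 uM), then 4-MU-alpha-D-pyranoside (400 uM final) added; 20 min at room temperature, pH 5.0. Reaction stopped at pH 10, fluorescence read, AC50 derived by Hill fit.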
GoLoco inh red = qHTS Assay for Inhibitors of RGS12 GoLoco Motif Activity (Red Fluorophore) | Guanine nucleotide-binding protein G(i) subunit alpha-1 (Homo sapiens), P63096 | Gai1:RGS12 GoLoco peptide FP, rhodamine, 10 min | Potency, µM (series often up to 61.6 µM), for inactives: at the highest dose activity, negative = inhibition, hits mostly inhibitors | 0.44% of 230,000 active | AID 880, 2007; active = well fitted inhibition curve with a large enough effect, not every such curve was filed as active; inactive = no such curve, though single readings can be large or run the other way; also: % is scaled to controls: 0 for no effect and ±100 for the full control effect; nearly all actives have a fitted effect of over 30% in size; many of its hits are not listed in these tables
ALDH1A1 block = qHTS Assay for Inhibitors of Aldehyde Dehydrogenase 1 (ALDH1A1) | Potency, µM (highest dose often 75.3 µM), for the others: top-dose activity, negative = inhibition, actives largely listed as inhibitors | Purified ALDH1A1, NADH fluorescence, propionaldehyde substrate | 7.3% of 220,000 active | Aldehyde dehydrogenase 1A1 (Homo sapiens), P00352; active = well fitted inhibition curve with a large enough effect, not every such curve was filed as active; inconclusive = small, poorly fitted or top-dose-only effect, or another doubt; inactive = no such curve, though single readings can be large or run the other way;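 also: plate controls were no enzyme wells and a reference inhibitor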
Target sequence (P00352 whole entry, looked up): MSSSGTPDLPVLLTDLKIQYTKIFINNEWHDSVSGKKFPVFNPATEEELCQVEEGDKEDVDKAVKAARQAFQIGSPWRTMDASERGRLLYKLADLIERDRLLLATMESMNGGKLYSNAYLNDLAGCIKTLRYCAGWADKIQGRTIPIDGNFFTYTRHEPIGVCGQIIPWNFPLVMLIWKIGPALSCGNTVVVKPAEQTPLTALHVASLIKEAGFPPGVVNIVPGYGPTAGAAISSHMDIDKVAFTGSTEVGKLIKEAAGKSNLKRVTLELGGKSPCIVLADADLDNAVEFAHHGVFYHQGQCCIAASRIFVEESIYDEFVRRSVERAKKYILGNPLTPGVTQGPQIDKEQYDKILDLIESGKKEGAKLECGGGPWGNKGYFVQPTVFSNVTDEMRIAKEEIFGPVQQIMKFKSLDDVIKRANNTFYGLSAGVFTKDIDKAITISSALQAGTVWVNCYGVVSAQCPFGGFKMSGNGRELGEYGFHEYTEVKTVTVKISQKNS
GAA glycogen mod = qHTS Assay for Inhibitors and Activators of Human alpha-Glucosidase Cleavage of Glycogen; recombinant GAA, glycogen substrate, Amplex Red glucose oxidase fluorescence; Potency, µM (series often up to 76.4 µM), for inactives: at the highest dose activity change, negative = inhibition, actives largely listed as inhibitors; 0.38% of 300,000 active;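 also: 0% = full enzyme reaction and -100% = no-enzyme basal signal; the screen sought inhibitors and activators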
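Natural-substrate format: glycogen cleavage by 4 nM human enzyme, glucose read by Amplex Red coupling (Ex 573, Em 610 nm). Normalized to enzyme and no-enzyme controls.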
KDM4E inh = qHTS Assay for Inhibitors of Human Jumonji Domain Containing 2E (JMJD2E); JMJD2E catalytic domain, FDH-coupled NADH fluorescence (FDH is formaldehyde dehydrogenase); Potency, µM (doses to about 57.1 µM), for inactives: at the highest dose activity change, negative = inhibition, actives largely listed as inhibitors; 1.6% of 230,000 active; active = well fitted inhibition curve with a large enough effect, not every such curve was filed as active; inconclusive = small, poorly fitted or top-dose-only effect, or another doubt; inactive = no such curve, though single readings can be large or run the other way;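 also: 0% = wells with enzyme and -100% = buffer wells without enzyme; nearly all actives have a fitted effect of over 50% in size; many of its hits are not listed in these tables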
aGlu spleen mod = qHTS Assay for Inhibitors and Activators of Human alpha-Glucosidase From Spleen Homogenate; human spleen homogenate, 4-MU-alpha-glucoside fluorescence; 0.006% of 240,000 active; Lysosomal alpha-glucosidase (Homo sapiens), P10253; Potency, µM (top dose mostly 79.9 µM), for the others: at the highest dose activity change, negative = inhibition, most hits filed as inhibitors;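 also: 0% = enzyme with vehicle and -100% = no enzyme basal signal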
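Enzyme source: human spleen homogenate, 1 ug/well. Buffer 50 mM citric acid/K phosphate pH 5.0, 0.01% Tween-20. 4-MU-alpha-glucoside 1 mM; 37 C x 40 min; NaOH/glycine stop; fluorescence.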
aGal spleen mod = qHTS Assay for Inhibitors and Activators of Human alpha-Galactosidase From Spleen Homogenate; Alpha-galactosidase A (Homo sapiens), P06280; human spleen homogenate, 4MU-alpha-Gal fluorescence, 40 min; Potency, µM (doses to about 80 µM), inactives show top-dose activity change, negative = inhibition, most hits filed as inhibitors; 0.008% of 240,000 active; AID 2107, 2009;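 also: 0% = enzyme with vehicle and -100% = no enzyme basal signal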
Target sequence (P06280 32-429 limits assumed): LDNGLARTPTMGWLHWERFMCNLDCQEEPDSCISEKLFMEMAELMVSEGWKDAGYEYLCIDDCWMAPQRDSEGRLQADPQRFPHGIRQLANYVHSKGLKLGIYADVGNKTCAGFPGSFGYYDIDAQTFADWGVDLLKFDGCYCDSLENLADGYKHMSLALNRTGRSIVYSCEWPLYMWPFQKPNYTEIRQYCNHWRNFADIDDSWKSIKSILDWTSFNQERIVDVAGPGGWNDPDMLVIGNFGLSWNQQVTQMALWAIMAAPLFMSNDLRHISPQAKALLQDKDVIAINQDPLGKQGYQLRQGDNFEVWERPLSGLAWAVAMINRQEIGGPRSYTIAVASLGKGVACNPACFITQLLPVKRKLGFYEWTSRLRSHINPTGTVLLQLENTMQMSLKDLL
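qHTS titration in buffer at pH 5.0. Alpha-galactosidase activity in spleen homogenate was measured via 4-methylumbelliferone release from 1 mM fluorogenic substrate after 40 min at 37C and a pH 10 stop. AC50 came from Hill fits of control-normalized data.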
Active calls of the source: *; & = joins results of further samples; [ ] = dose if it differs, or a comment. Unless noted, calls follow the shape of the dose curve; as a rule, active = well fitted curve in the direction sought with a large enough effect; inconclusive = small, poorly fitted or top-dose-only effect, or another doubt; inactive = no such curve, though single readings can be large; an effect the other way counts as inactive or inconclusive. Potency is read from the fitted curve at half-maximal effect. This is a subset (hit frequency here may not be typical).

Results for N#Cc1ccccc1Sc1ccccc1C(=O)OCC(=O)NC1CCCCC1 ?
SMN2 splice up: -8%; GAA inhib: 1%; GoLoco inh red: -5%; ALDH1A1 block: 3%; GAA glycogen mod: -3%; KDM4E inh: 9%; aGlu spleen mod: 4%; aGal spleen mod: 5%

How did NNc1ccc(Cl)c(C(=O)O)c1 do in these assays?
GoLoco inh red: 7%; GAA glycogen mod: -10%; KDM4E inh: inconclusive; aGlu spleen mod: 0%; aGal spleen mod: 2%

How did CSC1=NCCN1C(=O)Cc1cccc2ccccc12 do in these assays?
GoLoco inh red: -6%; GAA glycogen mod: -6%; KDM4E inh: -2%; aGlu spleen mod: -4%; aGal spleen mod: 1%

What do the screens show for `CCCCNC(=O)Nc1ccon1`?
SMN2 splice up: -27%; GAA inhib: -1%; GoLoco inh red: -3%; ALDH1A1 block: 6%; GAA glycogen mod: 14%; KDM4E inh: 7%; aGlu spleen mod: -9%; aGal spleen mod: -3%

Results for C/C(=N/OC(=O)c1ccc(C)cc1)c1ccc(N2C(=O)C3CCCCC3C2=O)cc1 (stereo unspecified) ?
GAA inhib: 0%; ALDH1A1 block: 4%; GAA glycogen mod: 10%; KDM4E inh: 3%; aGlu spleen mod: -8%; aGal spleen mod: -17%

Results for Nc1ncnc2c1nc(Br)n2[C@@H]1O[C@H]2COP(=O)(O)O[C@@H]2[C@@H]1O ?
SMN2 splice up: -17%; GoLoco inh red: 0%; ALDH1A1 block: 0%; aGlu spleen mod: 5%&-7%; aGal spleen mod: -4%&-7%

How did COC(=O)CCN(C(=O)c1cccc(OC(C)=O)c1)c1ccccn1 do in these assays?
SMN2 splice up: -5%; GAA inhib: -7%; GoLoco inh red: -7%; ALDH1A1 block: 2%; GAA glycogen mod: 2%; KDM4E inh: -1%; aGlu spleen mod: -3%; aGal spleen mod: 13%

How did Cn1c(=O)[nH]c(=O)c2c1nc(N1CCCCC1)n2C/C=N/Nc1ccc(C(=O)O)cc1 do in these assays?
GoLoco inh red: 238%[activator]; GAA glycogen mod: inconclusive; KDM4E inh: -25%; aGlu spleen mod: -5%; aGal spleen mod: 0%

Results for CCOC(=O)N1CCC(NC(=O)c2cc3c(=O)n(C)c4ccccc4c3n2C)CC1 ?
SMN2 splice up: 17%; GAA inhib: 6%; GoLoco inh red: 4%; ALDH1A1 block: inconclusive; GAA glycogen mod: 0%; KDM4E inh: inconclusive; aGlu spleen mod: -1%; aGal spleen mod: 2%

What do the screens show for `CC(C)(C)c1ccc(N2C(=N)SCC2=O)cc1`?
GoLoco inh red: 5%; GAA glycogen mod: 4%; KDM4E inh: 7%; aGlu spleen mod: 0%; aGal spleen mod: -2%

How did COc1ccc(S(=O)(=O)N(C(C)=O)c2ccc3oc(=O)sc3c2)cc1 do in these assays?
SMN2 splice up: -16%; GAA inhib: -12%; GoLoco inh red: -4%; ALDH1A1 block: inconclusive; GAA glycogen mod: -5%; KDM4E inh: -19%; aGlu spleen mod: -2%; aGal spleen mod: 5%

How did COc1ccc(N2CCN(S(=O)(=O)c3ccc4c(c3)OCCO4)CC2)cc1 do in these assays?
GAA inhib: -1%; GoLoco inh red: 5%; ALDH1A1 block: -5%; GAA glycogen mod: -19%; KDM4E inh: -4%; aGlu spleen mod: 5%; aGal spleen mod: 4%

What do the screens show for `COc1ccc2occ(C(=O)c3ccc(N=C(C)N(C)C)cc3)c2c1`?
SMN2 splice up: -21%; GAA inhib: inconclusive; GoLoco inh red: 6%; ALDH1A1 block: 12%; GAA glycogen mod: -2%; KDM4E inh: -4%; aGlu spleen mod: 2%; aGal spleen mod: 2%

Results for O=C(N/N=C/c1ccco1)C1(O)c2ccccc2-c2ccccc21 ?
GoLoco inh red: -1%; GAA glycogen mod: -3%; KDM4E inh: 5%; aGlu spleen mod: -3%; aGal spleen mod: 0%

How did COc1ccc(CN(C(=O)COc2ccccc2)c2ccccc2C(=O)O)cc1 do in these assays?
GoLoco inh red: 0%; GAA glycogen mod: 4%; KDM4E inh: -5%; aGlu spleen mod: -1%; aGal spleen mod: -2%

Results for CCN(CC)C(=O)c1cc(-c2ccc(Br)cc2)on1 ?
SMN2 splice up: inconclusive; GAA inhib: -9%; GoLoco inh red: -5%; ALDH1A1 block: inconclusive; GAA glycogen mod: -4%; KDM4E inh: -6%; aGlu spleen mod: 2%; aGal spleen mod: 0%

Results for Cc1cc(-c2nc3ncccc3o2)ccc1NC(=S)NC(=O)C(C)C ?
SMN2 splice up: -3%; GAA inhib: 7%; GoLoco inh red: 8%; ALDH1A1 block: 7%; GAA glycogen mod: -9%; KDM4E inh: inconclusive; aGlu spleen mod: 10%; aGal spleen mod: 7%

Results for CC(=O)Nc1cc(C(F)(F)F)ccc1OCC1CCCO1 (stereo unspecified) ?
GAA inhib: -9%; ALDH1A1 block: 4%; GAA glycogen mod: -11%; KDM4E inh: 1%; aGlu spleen mod: 6%; aGal spleen mod: 6%

Results for CCOC(=O)N1CCC(N2Cc3cccc(C(=O)N4CC(C)CC(C)C4)c3C2=O)CC1 (stereo unspecified) ?
SMN2 splice up: -12%; GAA inhib: 1%; GoLoco inh red: 5%; ALDH1A1 block: -5%; GAA glycogen mod: -9%; KDM4E inh: 3%; aGlu spleen mod: 0%; aGal spleen mod: 0%

Results for CCn1cnc2cc(NS(=O)(=O)c3ccc(C)cc3)ccc21 ?
SMN2 splice up: -3%; GAA inhib: 9%; GoLoco inh red: -2%; ALDH1A1 block: inconclusive; GAA glycogen mod: -4%; KDM4E inh: 0%; aGlu spleen mod: -3%; aGal spleen mod: 5%

What do the screens show for `O=C(Cn1cc[n+](CC(=O)c2ccc(Cl)cc2Cl)c1)c1ccc(Cl)cc1Cl`?
GoLoco inh red: 8%; GAA glycogen mod: -14%; KDM4E inh: 1%; aGlu spleen mod: -1%; aGal spleen mod: -3%

What do the screens show for `O=C(Nc1ccccc1C(=O)N1CCCC1)C1CCN(c2ncccn2)CC1`?
SMN2 splice up: -9%; GAA inhib: -4%; GoLoco inh red: 10%; ALDH1A1 block: 8%; GAA glycogen mod: -3%; KDM4E inh: inconclusive; aGlu spleen mod: -4%; aGal spleen mod: 14%

Results for Cc1ccc(CC2(O)CCN(CCOc3ccc(O)cc3)CC2)cc1 ?
GoLoco inh red: -8%; ALDH1A1 block: 1%; aGlu spleen mod: 2%; aGal spleen mod: -22%

Results for Cc1cc(C(=O)N/N=C2\CCCC(=O)C2)c(C)n1-c1ccccc1 ?
SMN2 splice up: -3%; GAA inhib: -1%; GoLoco inh red: 13%; ALDH1A1 block: 0%; GAA glycogen mod: -23%; KDM4E inh: -6%; aGlu spleen mod: -6%; aGal spleen mod: -5%

Reprinted at random: 2 entries already listed
Results for CCN(CC)C(=O)c1cc(-c2ccc(Br)cc2)on1 ?
SMN2 splice up: inconclusive; GAA inhib: -9%; GoLoco inh red: -5%; ALDH1A1 block: inconclusive; GAA glycogen mod: -4%; KDM4E inh: -6%; aGlu spleen mod: 2%; aGal spleen mod: 0%

Results for C/C(=N/OC(=O)c1ccc(C)cc1)c1ccc(N2C(=O)C3CCCCC3C2=O)cc1 (stereo unspecified) ?
GAA inhib: 0%; ALDH1A1 block: 4%; GAA glycogen mod: 10%; KDM4E inh: 3%; aGlu spleen mod: -8%; aGal spleen mod: -17%

Later entries.
What do the screens show for `O=C(c1ccccc1)c1nn(-c2ccccc2)c2nnc(Cc3ccccc3)c(=O)n12`?
SMN2 splice up: 5%; GAA inhib: 2%; GoLoco inh red: 2%; ALDH1A1 block: inconclusive; GAA glycogen mod: -6%; KDM4E inh: -3%; aGlu spleen mod: -3%; aGal spleen mod: -5%

How did COC(=O)CCSC(=S)N1CCOCC1 do in these assays?
GoLoco inh red: 3%; GAA glycogen mod: 3%; KDM4E inh: -2%; aGlu spleen mod: 2%; aGal spleen mod: 4%

How did COC(=O)c1ccc(CNC(=O)COc2ccccc2Br)o1 do in these assays?
SMN2 splice up: -6%; GAA inhib: 2%; GoLoco inh red: -1%; ALDH1A1 block: 0%; GAA glycogen mod: 2%; KDM4E inh: 4%; aGlu spleen mod: 2%; aGal spleen mod: 4%

How did Cn1c(-c2ccccc2)nc2cnccc21 do in these assays?
GoLoco inh red: 18%; GAA glycogen mod: 10%; KDM4E inh: -5%; aGlu spleen mod: 5%; aGal spleen mod: 8%

What do the screens show for `CCCN(Cc1ccccc1)C(=S)Nc1cccc(C)c1C`?
SMN2 splice up: 9%; GAA inhib: 3%; GoLoco inh red: 7%; ALDH1A1 block: 14%; GAA glycogen mod: -9%; KDM4E inh: 9%; aGlu spleen mod: 5%; aGal spleen mod: 8%

Results for Cc1ccc(S(=O)(=O)NCC(c2cccnc2)N2CCOCC2)cc1 (stereo unspecified) ?
SMN2 splice up: -10%; GAA inhib: 9%; GoLoco inh red: -9%; ALDH1A1 block: inconclusive; GAA glycogen mod: 2%; KDM4E inh: inconclusive; aGlu spleen mod: -1%; aGal spleen mod: -3%

Results for Clc1ccc(Cl)c(OCCN2CCOCC2)c1 ?
SMN2 splice up: 22%; GAA inhib: -9%; GoLoco inh red: 0%; ALDH1A1 block: -1%; GAA glycogen mod: -6%; KDM4E inh: -2%; aGlu spleen mod: -5%; aGal spleen mod: 0%

What do the screens show for `O=S(=O)(/N=C(/c1ccccc1)N1CCCCCC1)c1ccccc1`?
SMN2 splice up: 20%; GAA inhib: 1%; GoLoco inh red: 14%; ALDH1A1 block: inconclusive; GAA glycogen mod: -8%; KDM4E inh: 1%; aGlu spleen mod: -3%; aGal spleen mod: -1%

What do the screens show for `COc1ccc(C)cc1C1=Nc2ccccc2C1(C)C`?
SMN2 splice up: -39%[inhibitor]; GAA inhib: -13%; GoLoco inh red: 11%; ALDH1A1 block: inconclusive; GAA glycogen mod: -4%; KDM4E inh: inconclusive; aGlu spleen mod: 1%; aGal spleen mod: 4%
